OX1R antagonist: human HCRTR1 antagonism; CHO/OX1R cells, Fluo-8 calcium fluorescence, orexin A; O43613; 0.43% of 330,000 active; inhibition, % at 5 µM;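 active means inhibition above its plate's threshold, mean inhibition of all tested compounds on the plate plus 3 SD, cut at about 37% in these data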;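 further: 0% = orexin A challenge wells and 100% = SB-334867-A antagonist wells; not every result past the cut was called active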
Target sequence (O43613 whole entry, looked up): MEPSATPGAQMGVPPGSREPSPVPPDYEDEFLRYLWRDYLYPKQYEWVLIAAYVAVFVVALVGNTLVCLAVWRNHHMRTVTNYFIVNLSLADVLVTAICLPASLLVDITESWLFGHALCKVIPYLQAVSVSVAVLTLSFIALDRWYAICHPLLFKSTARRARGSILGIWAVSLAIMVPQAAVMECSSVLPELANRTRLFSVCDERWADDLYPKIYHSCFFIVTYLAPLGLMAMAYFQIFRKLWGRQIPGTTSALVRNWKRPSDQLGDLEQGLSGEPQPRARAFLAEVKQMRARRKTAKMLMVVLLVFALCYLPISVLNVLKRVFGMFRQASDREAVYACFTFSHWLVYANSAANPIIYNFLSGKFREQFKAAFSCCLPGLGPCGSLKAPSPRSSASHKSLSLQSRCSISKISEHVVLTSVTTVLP
CHT allo act: allosterically activates the human high affinity choline transporter. 0.49% of 310,000 active. Q9GZV3. CHT-expressing cells, membrane potential dye, choline EC20; active compounds read high; LV-AA mutant CHT in HEK293 cells. AID 488977. B-score at 10 µM;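 active means initial fluorescence not abnormally high and integrated response B-score, plate-corrected, over 3 SD above library mean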
Target sequence (Q9GZV3 whole entry, looked up): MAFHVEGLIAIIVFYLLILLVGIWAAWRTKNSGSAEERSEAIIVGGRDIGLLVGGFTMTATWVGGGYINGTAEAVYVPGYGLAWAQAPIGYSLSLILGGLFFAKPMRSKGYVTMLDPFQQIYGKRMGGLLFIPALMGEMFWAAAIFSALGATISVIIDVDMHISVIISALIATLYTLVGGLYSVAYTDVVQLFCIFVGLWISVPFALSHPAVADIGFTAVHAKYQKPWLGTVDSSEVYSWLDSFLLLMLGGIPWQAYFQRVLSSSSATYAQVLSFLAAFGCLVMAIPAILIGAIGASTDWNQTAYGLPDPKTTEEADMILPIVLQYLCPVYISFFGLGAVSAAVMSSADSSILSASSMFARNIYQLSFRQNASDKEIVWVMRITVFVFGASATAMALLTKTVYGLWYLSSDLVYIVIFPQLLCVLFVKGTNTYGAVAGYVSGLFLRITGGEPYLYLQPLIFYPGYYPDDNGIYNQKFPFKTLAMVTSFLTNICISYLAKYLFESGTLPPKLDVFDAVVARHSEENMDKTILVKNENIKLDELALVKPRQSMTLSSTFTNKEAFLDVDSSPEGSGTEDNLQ
* = called active by the depositor; i = inactive; . = no result given.

SMILES	OX1R antagonist	CHT allo act
CC12CCC(C(=O)Nc3ccncc3)(CC1O)C2(C)C (configuration not stated)	-5	i
Cc1ccc(NC(=O)C2=COCCO2)cc1S(=O)(=O)N1CCOCC1	-21	.
COc1ccc(NC(=O)CSCCc2ccccn2)cc1OC	-4	i
O=C(c1ccc2c(c1)OCCO2)N1CCCCC1	-27	i
Cn1ccnc1SCC(=O)NC1CCCC1	6	i
CNC(=S)N(Cc1ccco1)Cc1cc2cc(OC)ccc2[nH]c1=O	-22	i
Cc1nnc(NC(=O)c2cccc(S(=O)(=O)N3CC(c4ccccc4)CC3=O)c2)s1 (configuration not stated)	-37	i
CN(C)CCCNc1cc(O)c2ncccc2c1	-1	.
COc1cccc(CN2C(=O)CCC2(C)C(=O)NC2CCCCCC2)c1 (configuration not stated)	-12	i
COc1ccccc1NC(=O)C1=C(C)Nc2nc(-c3cccs3)nn2C1c1cccnc1 (configuration not stated)	-21	i
CCOC(=O)/C=C/C(=O)OCC(=O)Nc1cccc(Cl)c1Cl	-14	i
CCOC(=O)N1CCN(C(=O)/C(=C/c2cccc3ccccc23)NC(=O)c2ccc(OC)c(OC)c2)CC1	-7	i
Cc1ccc(S(=O)(=O)N2CCCCC2)cc1NC(=O)CSc1nccn1C	-24	i
CCN(CC)S(=O)(=O)c1ccc(OC)c(NC(=O)c2ccc3c(c2)OCO3)c1	-14	i
COC(=O)C(Cc1ccccc1)NC(=O)c1cc(S(=O)(=O)N(C)C)ccc1Cl (configuration not stated)	-22	i
CSc1ccccc1OCc1cc(C(=O)NCCN2CCCC(O)C2)no1 (configuration not stated)	-4	i
CC(CN1CCCCC1)C(=O)NN (configuration not stated)	-14	i
CCn1c(=S)sc2c(=O)n(CC(=O)Nc3cccc(Cl)c3)c(C)nc21	-18	i
COc1cccc(N(C(=O)Cn2nnc(-c3ccc(C)cc3)n2)C(C(=O)NC(C)(C)C)c2c[nH]c3ccccc23)c1 (configuration not stated)	-15	i
Cc1nc(NCc2ccccc2)sc1C(=O)Nc1ccccc1	-20	i
CCc1ccc(Nc2nc3ccccc3c(=O)s2)cc1	-15	i
CCOc1ccc(/C=N/NC(=O)Cc2csc(Nc3cccc(C(F)(F)F)c3)n2)c(OCC)c1	-30	i
COc1ccc(/C=C/C(=O)Oc2cccc(/C=N/NC(=O)COc3c(C)cccc3C)c2)cc1	-14	i
CCNc1nc(SCCOc2ccccc2)nc(N(C)C)n1	-16	i
CC(C)(C)c1ccc(N2C(=O)CSC2c2cccnc2)cc1 (configuration not stated)	-15	i

Retrieved by structure from the entries so far, three records:
SMILES	OX1R antagonist	CHT allo act
COc1cccc(CN2C(=O)CCC2(C)C(=O)NC2CCCCCC2)c1 (configuration not stated)	-12	i
Cc1nc(NCc2ccccc2)sc1C(=O)Nc1ccccc1	-20	i
CN(C)CCCNc1cc(O)c2ncccc2c1	-1	.

Next part.
SMILES	OX1R antagonist	CHT allo act
CCCC(=O)NCCCc1nc2ccccc2n1CC	-23	i
Cc1ccc(C(C)n2cc(C(=O)NCCN3CCN(C)CC3)nn2)cc1 (configuration not stated)	-24	i
O=C(NNC(=O)C1CC(c2cccs2)=NO1)Nc1ccc(Cl)cc1 (configuration not stated)	-18	i
CCn1nc(NC(C)=O)c2cc3cccc(C)c3nc21	-11	i
O=C(Nc1ccccc1Cl)c1cc(S(=O)(=O)N2CCCCC2)ccc1N1CCOCC1	-22	i
O=C(NNC(=O)c1ccc(Cl)nc1)c1ccncc1	-15	.
COC(=O)c1cc(NS(=O)(=O)c2ccc(C)c3ccccc23)ccc1N1CCOCC1	-22	i
CN1C(C(=O)NCCc2cccs2)CC2Cn3c(nc4ccccc43)C21 (configuration not stated)	-12	i
CCc1nnc(NC(=O)CSc2nc3cc4c(cc3cc2CC)OCCO4)s1	-13	i
OCCOCCn1c(CCNc2nc(-c3ccc(Cl)cc3)cs2)nc2cc(Cl)c(Cl)cc21	-17	i
COc1ccc(CNC(=O)c2ccc(CNc3c(NC4CCCCC4)c(=O)c3=O)cc2)cc1	1	i
CN(CC(=O)Nc1ccc(F)cc1)C(=O)COC(=O)Cc1cccs1	18	i
CCCCCn1nc(C)c(/C=N\NC(=O)c2cc(C)oc2C)c1C	-16	i
CCOc1ccc(N(CC(=O)NCCSCc2ccco2)S(=O)(=O)c2ccc(C)cc2)cc1	-30	i
Cc1cc(C)c(C)c(S(=O)(=O)N2CCC(C(=O)OCC(=O)N3c4ccccc4NC(=O)C3(C)C)CC2)c1C	-24	i
O=C(Cn1c(=O)cnc2ccccc21)NNC(=O)c1ccccc1Cl	-21	.
Cc1cccc(NC(=O)CCNS(=O)(=O)c2ccc3[nH]c(=O)oc3c2)c1	-17	i
Cc1ccc(S(=O)(=O)Nc2ccc(C(=O)NC3CC3)cc2)cc1	-8	i
Cc1cccc(OCCCC(=O)NC(C)C)c1	-2	i
O=c1nc(/C=C/c2ccc(-c3ccc(F)cc3)o2)cc(C(F)(F)F)[nH]1	53*	i
CCc1cc2ccc(C)cc2nc1SCC(=O)NC1CCCC1	-9	i
CC12COC3(C(=O)Nc4ccc([N+](=O)[O-])cc4)CC1CCC32C (configuration not stated)	-12	i
CSc1ccccc1NC(=O)CN(C)Cc1cccc(Cl)c1	-36	i
OC(COC(c1ccc(Cl)cc1)c1ccc(Cl)cc1)CN1CCN(c2ccccn2)CC1 (configuration not stated)	-29	i
COc1ccc(CCN(Cc2cc3cc(C)ccc3[nH]c2=O)C(=O)N2CCCC2)cc1OC	-34	i

The list goes on.
SMILES	OX1R antagonist	CHT allo act
CCc1ccc(N(CC(=O)N2CCOCC2)S(C)(=O)=O)cc1	-13	i
Cc1cc(Nc2nc3c(c(=O)n(C)c(=O)n3C)n2C)n(-c2ccc(Cl)cc2)n1	-11	i
CC1=CC(c2ccc(Cl)cc2)n2nc(NS(=O)(=O)c3ccc(C)cc3)nc2N1 (configuration not stated)	-19	i
Cn1c(-c2ccc3c(c2)OCO3)cnc1NCc1cccc(O)c1	-36	i
O=C(O)CCC(=O)N1CCOc2ccc(Cl)cc21	-10	i
NC(=O)c1nsc(C(=O)N(CC(=O)NCc2ccc3c(c2)OCO3)C2CCCCC2)c1N	-28	i
O=C(Cc1cccc2ccccc12)Nc1ccc(OC(F)F)c(Cl)c1	-20	i
Cc1cccc(N2CCN(C(=O)CN(C)S(=O)(=O)c3ccc4c(c3)CCC(=O)N4)CC2)c1C	-20	i
COc1ccc(N2C(=O)c3ccccc3NC2c2ccc(OC)c(CSc3ccccn3)c2)cc1 (configuration not stated)	-19	i
O=C(Cn1cc(Br)ccc1=O)Nc1ccc2c(c1)OCO2	-2	.
O=C1c2ccccc2C(=O)N1CCCc1nc(-c2ccccn2)no1	-7	i
COc1ccc(NC(=O)Nc2cccc3c2O[C@H](CN(C)S(=O)(=O)c2c(C)noc2C)[C@@H](C)CN([C@H](C)CO)C3=O)cc1	-13	.
O=C(CCc1nnc(C2(c3ccc(Cl)cc3)CCC2)o1)NC1CC1	-16	i
CC1CCCCN1CCCNC(=O)c1ccc(NC(=O)C2=CSCCO2)cc1 (configuration not stated)	0	i
Cc1ccc(OCCN2CCNCC2)c([N+](=O)[O-])c1	-12	i
O=C(COC(=O)Cc1c[nH]c2ccccc12)Nc1ccccc1	0	i
COc1ccc(CN(C)C(=O)Cn2cnc3c(OCc4ccccc4)ncnc32)cc1OC	-28	.
CC1C(=O)N2CCCc3cc(NC(=O)C4CC4)cc1c32 (configuration not stated)	18	i
Cc1ccc2oc(=O)c3cc(C(=O)NCCN4CCN(C)CC4)sc3c2c1	-15	i
Cc1sc2nc(CSCC(=O)Nc3c(Cl)cccc3Cl)[nH]c(=O)c2c1C	-7	i
CC1Cc2cc(/C(O)=C3/C(=O)C(=O)N(CCN4CCOCC4)C3c3ccc([N+](=O)[O-])cc3)ccc2O1 (configuration not stated)	-15	i
CCCC1(C)NC(=O)c2ccccc2O1 (configuration not stated)	-32	i
COc1cccc(-n2c(C)nc3c(cnn3-c3ccc(Cl)cc3)c2=O)c1	-12	i
Cc1cccc(C2(c3cccc(C)c3)CC2C(=O)Nc2ccc([N+](=O)[O-])cc2O)c1 (configuration not stated)	5	i
Cc1nc2ccccn2c1/C(O)=C1\C(=O)C(=O)N(CCN2CCOCC2)C1c1cccs1 (configuration not stated)	-4	i

(list continues)
SMILES	OX1R antagonist	CHT allo act
Cc1c(/C=N/NC(N)=O)c2ccccn2c1C(=O)c1ccc(F)cc1	-28	i
CCOC(=O)c1c(NC(=S)N2CCOCC2)sc2c1CCN(C(=O)OCC)C2	-23	i
Cc1cc(C)n2nc(SC(C)C(=O)Nc3ccccc3F)nc2n1 (configuration not stated)	-21	.
Cc1cccc(OCCCC(=O)NCCc2ccccc2)c1	-7	i
COCc1cc(C)nc(SCC[N+](C)(C)CC(=O)Nc2cccc(C)c2)c1C#N	13	i
O=C(/C=C/c1cccc(F)c1)Nc1nccs1	-32	i
COc1ccc(-c2sc3ccc(OC)cc3c2C#CCCO)cc1	-1	i
O=C(O)c1ccccc1C(=O)c1cccs1	-16	i
Cc1ccc2oc(-c3ccc(NC(=O)CC(C)C)cc3)nc2c1	4	i
C=CCNCC#CCOc1ccc(OC)cc1	-17	i
CCCCCc1nnc(NC(=O)NS(=O)(=O)c2ccc(C)cc2)s1	-23	i
CSCC[C@H](NS(=O)(=O)c1ccc(C)cc1)C(=O)N1CCC(C(=O)N[C@@H](Cc2ccc(O)cc2)C(=O)O)CC1	-14	i
C[C@@H]1COC(=O)[C@@H](Cc2ccc(F)cc2)C/C=C\C[C@@H](CC(=O)NCCO)C(=O)N1	13	.
COc1cc2c(cc1OC)[C@H](Cc1ccc(O)cc1)NCC2	-18	i
O=C(CNC(=O)c1nc[nH]c1C(=O)N1CCc2ccccc2C1)OCc1ccccc1	-17	i
CCN(CC)S(=O)(=O)c1cccc(C(=O)NCC2CCCO2)c1 (configuration not stated)	-11	i
CCOC(=O)C1C(c2ccccc2)N(C)OC1(O)C(F)(F)F (configuration not stated)	-6	i
COc1cccc(CNc2ccc(F)c(Cl)c2)c1O	5	i
O=C(COC(=O)c1cccnc1Cl)Nc1cc(S(=O)(=O)N2CCOCC2)ccc1Cl	-6	.
Cn1cc(C(=O)N/N=C/c2cccs2)c2ccccc21	-24	i
O=C1CSC(c2ccccc2)N1Nc1nc(N2CCOCC2)nc(N2CCOCC2)n1 (configuration not stated)	-20	i
Cc1ccnc(NC(=O)c2ccc3c(c2)C(=O)N(CC(C)C)C3=O)c1	3	i
COc1ccccc1NC(=O)CN1CCN(CC(=O)Nc2ccc(OCc3ccccc3)cc2)CC1	-12	i
COc1cc(C(C)=O)ccc1Oc1ncccn1	-6	i
CCOC(=O)CN1CC23C=CC(O2)C(C(=O)Nc2ccc(C(C)=O)cc2)C3C1=O (configuration not stated)	-15	i

Taken from above:
OX1R antagonist, O=C1CSC(c2ccccc2)N1Nc1nc(N2CCOCC2)nc(N2CCOCC2)n1 (configuration not stated) stands at -20
OX1R antagonist, O=C(O)c1ccccc1C(=O)c1cccs1 stands at -16
OX1R antagonist, Cn1cc(C(=O)N/N=C/c2cccs2)c2ccccc21 stands at -24
OX1R antagonist, O=C(COC(=O)c1cccnc1Cl)Nc1cc(S(=O)(=O)N2CCOCC2)ccc1Cl stands at -6
OX1R antagonist, COc1cc(C(C)=O)ccc1Oc1ncccn1 stands at -6

Carrying on.
SMILES	OX1R antagonist	CHT allo act
COc1cccc(C(C(=O)Nc2ccc(F)cc2)N(C(=O)Cn2nnc3ccccc32)C2CC2)c1 (configuration not stated)	-22	i
COc1cccc(NC(=O)CNC(=O)c2ccc(C)o2)c1	-8	i
Cc1cc(=O)[nH]c(SCc2cccc3ccccc23)n1	-18	i
COc1ccc(-c2nn(-c3ccccc3)cc2/C=C/C(=O)NCCCn2ccnc2)cc1OC	-5	i
CCCS(=O)(=O)N1CCN(C(=O)c2ccc(-c3ccccc3)cc2)CC1	-19	i
CC(C)c1ccc(NC(=O)CCN2C(=O)c3ccc([N+](=O)[O-])cc3C2=O)cc1	-7	i
O=C1CC(c2ccco2)Sc2nc3ccccc3n21 (configuration not stated)	-21	i
O=C(CSc1nc2ccccc2c(=O)[nH]1)Nc1ccc(Br)cc1	-12	i
O=C(c1c(F)cccc1F)N1CCC(O)(c2ccc(F)cc2)CC1	-14	i
Cc1c(Cl)cnc(NC(=O)COC(=O)CNC(=O)c2ccccc2)c1Cl	-32	.
CN(C(=O)CCN1CCCO1)C1CCCN(Cc2ccccc2F)C1 (configuration not stated)	-5	i
COCCNC(=O)C(c1ccc(C)o1)N(Cc1ccc(F)cc1)C(=O)Cn1nnc2ccccc21 (configuration not stated)	-30	i
CCCNS(=O)(=O)c1ccc2c(c1)CCCN2C(C)=O	-26	i
Cc1cccc(N(Cc2ccccc2)C(=O)c2cccc(S(=O)(=O)N3CC(C)OC(C)C3)c2)c1 (configuration not stated)	-39	i
O=C(Nc1nc(-c2ccco2)c(-c2ccco2)s1)c1cnccn1	-13	i
Cc1ccc(N2CC(C(=O)N/N=C/c3sccc3C)CC2=O)cc1 (configuration not stated)	-1	i

One compound at a time (already shown).
Listed for `O=C1CC(c2ccco2)Sc2nc3ccccc3n21` (configuration not stated) : OX1R antagonist: -21; CHT allo act: i
Listed for `Cc1c(Cl)cnc(NC(=O)COC(=O)CNC(=O)c2ccccc2)c1Cl` : OX1R antagonist: -32; CHT allo act: .

Quoted from the listing (2 entries):
SMILES	OX1R antagonist	CHT allo act
Cc1c(Cl)cnc(NC(=O)COC(=O)CNC(=O)c2ccccc2)c1Cl	-32	.
CN(C(=O)CCN1CCCO1)C1CCCN(Cc2ccccc2F)C1 (configuration not stated)	-5	i

High-throughput results from PubChem BioAssay.
